GPR55 beta-arrestin: GPR55 agonists via beta-arrestin recruitment, primary screen, imaging, U2OS cells, beta-arrestin-GFP redistribution (AID 1961). G-protein coupled receptor 55 (Homo sapiens). U2OS GPR55 beta-arrestin-GFP redistribution imaging; higher % means a stronger effect. one-dose activation, % at 10 µM; EC50 in µM for titrated hits. 290,000 compounds, 0.048% hits;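 active means activation above 40% with more than 50 cells counted in the well; inconclusive means wells holding fewer than 50 cells, flagged as toxic or sparse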;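 further: U2OS osteosarcoma cells stably expressing GPR55 and beta-arrestin-GFP; plate controls were DMSO negative control for no effect and LPI positive control for full effect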
NOD2 inhibition: NOD2 signaling inhibitors, cell-based, luminescence, uHTS, HEK293 (AID 1566). HEK293 NOD2/NF-kB luciferase reporter, luminescence; higher % means a stronger effect. inhibition, % at 4 µM, or EC50 in µM where a hit was titrated. 290,000 compounds, 0.63% hits; further: many of its hits are not listed in these tables
NOD1 inhibition: NOD1 signaling inhibitors, primary screen, cell-based, luminescence, uHTS (AID 1578); NOD1-driven NF-kB luciferase reporter cells, luminescence; higher % means a stronger effect; 290,000 compounds, 1% hits; one-dose inhibition, % at 4 µM; EC50 in µM for titrated hits; in the data active means inhibition mostly above about 36%, no sharp cut-off; inactive means mostly below about 34%;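 further: HEK-293T reporter cells stimulated with the NOD1 agonist gamma-tri-DAP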
HIV peptide binding: inhibitors of HIV fusion peptide binding, primary screen, biochemical, uHTS, fluorescence dequenching (AID 1986). 290,000 compounds, 0.3% hits. inhibition, % at 20 µM; hits with a dose series show IC50 in µM. cell-free peptide binding, fluorescence dequenching, 30 min; higher % means a stronger effect; in the data active means inhibition mostly above about 52%, no sharp cut-off; inactive means mostly below about 76%; further: some results filed as inactive read as strong as hits
GPR55 antagonists: GPR55 antagonists blocking LPI-driven arrestin recruitment, primary screen, imaging, U2OS, beta-arrestin-GFP, LPI agonist (AID 2013); U2OS GPR55 beta-arrestin-GFP translocation imaging, LPI antagonism; higher % means a stronger effect; inhibition, % at 10 µM, or IC50 in µM where a hit was titrated; 290,000 compounds, 0.13% hits;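 active means spots per cell inhibited over 60%, with over 100 cells counted and total cytoplasm intensity under 500,000; inconclusive means wells with under 100 cells, flagged as likely toxic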;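 further: U2OS cells stably carrying GPR55 and arrestin-GFP stimulated by 5 µM LPI near EC80; imaged beta-arrestin-GFP aggregate spots per cell after agonist stimulation; plate controls were LPI-stimulated DMSO wells for no effect and DMSO wells without LPI for full effect; some results filed as inactive read as strong as hits; confirmed hits need IC50 under 10 µM and bright autofluorescent wells are also inconclusive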
GPR35 arrestin U2OS: GPR35 antagonists blocking zaprinast-driven arrestin recruitment, primary screen, imaging, U2OS, beta-arrestin-GFP, zaprinast agonist (AID 2058); G-protein coupled receptor 35 (Homo sapiens); U2OS GPR35 beta-arrestin-GFP translocation imaging, zaprinast antagonism; higher % means a stronger effect; one-dose inhibition, % at 10 µM; IC50 in µM for titrated hits; 290,000 compounds, 0.052% hits;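 active means inhibition of at least 50% with at least 30 cells and total cytoplasm GFP at most 10,000,000; inconclusive means under 30 cells or total GFP of 10,000,000 plus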
KOR beta-arrestin-1: KOR agonists, beta-arrestin recruitment, primary screen, cell-based, luminescence, uHTS (AID 1777); Kappa-type opioid receptor (Homo sapiens); 280,000 compounds, 0.02% hits; one-dose activation, % at 10 µM; EC50 in µM for titrated hits; KOR beta-arrestin recruitment, luminescence; higher % means a stronger effect; in the data active means activation above about 50%, passing the limit was not always enough; further: a part of the inactive calls stands beside numbers as strong as those of hits
Myeloid diff 2: induction of myeloid progenitor differentiation, primary screen, cell-based, flow cytometry, MLPCN library; ER-HoxA9 myeloid progenitors, lysozyme-GFP differentiation; calls only at 10 µM; 360,000 compounds, 1% hits; AID 624256, 2012;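 active means normalized GFP-positive differentiation at or above the plate's own cutoff, the solvent-only control mean plus 3 SD; inconclusive means no clear call, values can overlap the other calls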;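 further: cells exposed to compound for four days before flow analysis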
KOR beta-arrestin-2: KOR antagonists, beta-arrestin recruitment, cell-based, luminescence, uHTS (AID 1778) | 290,000 compounds, 0.091% hits | Kappa-type opioid receptor (Homo sapiens) | KOR beta-arrestin recruitment, luminescence, antagonist mode; higher % means a stronger effect | inhibition, % at 10 µM; hits with a dose series show IC50 in µM; further: strong numbers were not always called active
Myeloid diff 2 GFP+ MAC1+ %: recorded beside Myeloid diff 2, whose call it bears; GFP+ MAC1+ double positive, %; measured here: differentiation confirmed by MAC1 staining
The depositor's hits bear a star; i = inactive; ? = inconclusive; . = no result given; [ ] = another dose, or the depositor's remark. Unless noted, no stated cut-off is given here; in the data, active means inhibition above about 50%; inactive means the rest. A portion of the library (hit frequency here may not be typical).

Compound	GPR35 arrestin U2OS	NOD2 inhibition	Myeloid diff 2	NOD1 inhibition	GPR55 antagonists	KOR beta-arrestin-1	KOR beta-arrestin-2	Myeloid diff 2 GFP+ MAC1+ %	GPR55 beta-arrestin	HIV peptide binding
O=C(c1ccncc1)N1CCN(C(=O)c2cccs2)CC1	5.0%	4.6%	i	-8.5%	-2.8%	0.6%	-9.5%	1.6	-0.1%	2.2%
Cc1ccc(S(=O)(=O)N(C)Cc2ccc(C(=O)NN=C(CC(C)C)CC(C)C)cc2)cc1	3.6%	5.3%	i	-11.1%	11.4%	8.5%	0.5%	0.4	-0.3%	-1.6%
Cc1ccc(CNS(=O)(=O)c2cc(F)ccc2CN2C(=O)c3cccnc3C2=O)o1	20.8%	26.0%	i	8.0%	-14.5%	-5.4%	2.7%	2.0	0.3%	-1.2%
COC(=O)COc1ccc(S(=O)(=O)N2CCN(c3ccccc3)CC2)cc1	4.9%	18.6%	i	-25.5%	13.5%	.	-9.6%[20 µM]	0.1	0.1%	-1.3%
Cc1cc(NC(=O)c2ccc(Cl)cc2Cl)n(CCC#N)n1	9.0%	-3.8%	i	-29.8%	7.5%	4.6%	9.9%	0.4	0.0%	0.1%
COCC1CCCN(Cc2cn(-c3ccccc3F)nc2-c2cc(C)sc2C)C1 (stereo unspecified)	0.1%	-1.4%	i	20.7%	10.6%	0.1%	-1.7%	0.2	-0.2%	1.2%
Brc1ccc(-c2nc3ncccn3c2NC2CCCCC2)o1	1.1%	29.3%	i	24.9%	14.5%	-2.1%	6.7%	1.9	-0.1%	3.2%
COc1ccc(NC(=O)CO/N=C2/CCCc3nonc32)c(OC)c1	2.8%	14.4%	i	-13.3%	2.4%	-4.3%	6.4%	0.8	0.0%	-2.7%
CC1(C(=O)N2CCC(CC3CC(c4cccc(Br)c4)=NO3)(C(=O)NCC3CCCCC3)CC2)CC1 (stereo unspecified)	4.9%	-17.4%	i	-16.5%	0.9%	-1.6%	-22.8%[20 µM]	3.3	-0.1%	-0.6%
O=C(O)c1csc(-c2ccccc2)n1	6.5%	-10.3%	i	-9.6%	6.9%	1.8%	21.0%	0.5	-0.1%	0.2%
O=C(O)c1ccc(NC(CSCc2ccc(F)cc2)C(=O)O)c([N+](=O)[O-])c1 (stereo unspecified)	-1.0%	7.4%	i	-28.8%	-6.3%	-5.9%	15.5%	1.4	-0.1%	0.8%
COc1cc(C(=O)NCCC(c2ccccc2)c2ccccc2)cc(OC)c1OC	-16.4%	9.9%	i	-25.4%	-6.3%	-6.6%	18.1%	0.8	-0.1%	-0.8%
Nc1ccc2c(c1)nnn2-c1ccccc1	-0.6%	-63.3%	i	-9.4%	-1.3%	2.9%	0.0%	0.4	-0.1%	-1.8%
Cc1ccc(N2CC(C(=O)NCCc3ccc(S(N)(=O)=O)cc3)CC2=O)cc1 (stereo unspecified)	-5.2%	-6.5%	i	-27.9%	5.7%	-3.7%	36.6%	7.3	0.0%	1.8%
COc1ccc(S(=O)(=O)N2CC3CCCN3c3ccc(C(F)(F)F)cc32)cc1 (stereo unspecified)	-4.4%	26.1%	i	17.3%	5.8%	-1.8%	-46.6%	1.8	-0.2%	3.1%
Cc1ccc(S(=O)(=O)CCc2nnc(NC(=O)c3cnccn3)s2)cc1	-9.9%	5.8%	i	-10.1%	5.0%	-0.4%	26.5%	0.7	-0.2%	-2.2%
CC1CCCN(S(=O)(=O)c2ccc3c(c2)c(=O)nc2ccc(Cl)cn23)C1 (stereo unspecified)	1.9%	-3.0%	i	-21.1%	6.3%	0.5%	-27.6%	1.8	-0.1%	3.6%
Cc1cccc(NC(=O)c2cnn(C)c2)c1C	-0.3%	9.4%	i	-26.4%	19.2%	-1.6%	-34.0%	0.4	-0.4%	0.6%
CC(C)CC(NS(=O)(=O)c1ccc2c(c1)oc(=O)n2C)C(=O)NCc1cccnc1 (stereo unspecified)	7.1%	2.3%	i	-7.2%	6.7%	-0.9%	-24.5%	2.0	-0.2%	-1.5%
CCOc1ccc(CCNC(=O)C2CCN(S(=O)(=O)N3CCOCC3)CC2)cc1OCC	8.1%	6.7%	i	-18.0%	13.5%	-0.9%	-4.2%	0.7	0.0%	-0.9%
CCn1cc(C(=O)NCCCOC)c(=O)c2cc(S(=O)(=O)N3CCC(C)CC3)ccc21	8.3%	-5.2%	i	-42.0%	7.5%	2.7%	-57.8%	7.5	-0.2%	0.2%
COc1cc(C(=O)Nc2ccc(NC(C)=O)cc2)ccc1OCc1ccccc1	-18.0%	23.0%	.	-24.3%	-11.1%	2.2%	-1.9%	.	0.2%	0.5%
CN1C(=O)[C@H]2[C@@H](/C=C/c3ccccc3)N3C(=O)CN(Cc4ccccc4)C(=O)[C@@]3(C)[C@H]2C1=O	9.3%	-1.0%	i	-25.4%	3.5%	-2.8%	-36.6%[20 µM]	0.8	-0.2%	-1.0%
C/C(=C\C(=O)c1cccnc1)Nc1ccc(C(=O)O)cc1	-10.9%	7.0%	i	0.5%	2.5%	-1.7%	-11.9%	0.9	0.0%	-2.6%
O=C(CN1CCN(Cc2ccccc2)CC1)N=Nc1c(O)[nH]c2ccccc12	-3.4%	13.6%	i	-3.9%	10.1%	-3.3%	-13.4%	0.2	-0.2%	-1.7%
COc1ccc(/C(N)=N/OC(=O)CN(C)S(=O)(=O)c2ccccc2)cc1	14.0%	-1.8%	i	-35.4%	-14.5%	1.6%	-16.0%	0.1	-0.1%	1.3%
Cn1cnc([N+](=O)[O-])c1Sc1n[nH]c(N)n1	2.9%	4.7%	i	-13.4%	5.2%	3.0%	33.7%	0.3	-0.1%	0.8%
CCCn1c(=O)c(C(=O)NNC(=O)c2ccccc2Cl)c(O)c2ccccc21	9.4%	11.1%	i	-14.4%	11.6%	3.3%	-38.0%	0.0	0.0%	13.0%
CC(C)NC(=O)C(=O)NCCCOC(C)C	4.4%	16.1%	i	-23.1%	-11.7%	1.3%	-16.6%	0.7	0.1%	4.3%
Cc1csc2ncc(C(=O)Nc3ccccc3Cl)c(=O)n12	-7.9%	-41.6%	i	-7.0%	14.4%	-3.9%	-27.0%	2.6	-0.1%	0.5%
COC(=O)c1c(NC(=O)c2cccnc2)sc(C(=O)N(C)C)c1C	7.7%	11.8%	i	-14.1%	4.2%	2.7%	-17.7%	0.4	1.0%	-0.1%
COc1ccc2[nH]c(=O)c(NC(N)=S)nc2c1	-3.1%	-9.8%	i	21.4%	8.3%	6.0%	-11.5%	8.3	-0.1%	-5.4%
COc1cccc(OCCn2c(C)c(/C=N/n3cnnc3)c3ccccc32)c1	21.6%	10.9%	i	-26.8%	3.6%	-2.4%	9.0%	1.9	0.0%	3.3%
CNC(=S)NNS(=O)(=O)c1ccc(OC)cc1OC	3.6%	-6.2%	i	-15.4%	1.9%	2.6%	9.4%	0.2	-0.6%	-2.0%
COc1ccc(-c2noc(CCC(=O)NCCc3ccccc3)n2)cc1	1.3%	22.8%	i	-6.0%	-9.6%	-2.5%	-7.5%	0.9	-0.1%	-0.9%
Cc1onc(-c2ccccc2)c1C(=O)Nc1ccccc1N1CCOCC1	11.8%	6.3%	i	17.8%	-6.6%	-2.0%	-10.2%	1.4	-0.1%	-2.7%
CCCc1nc(SCC(=O)c2ccc(F)cc2)c2ccccc2n1	1.7%	19.5%	i	-11.9%	8.2%	-3.3%	-9.2%	0.5	0.2%	3.6%
O=C(O)c1ccc2nc(-c3ccccc3)sc2c1	-6.0%	-74.9%	i	26.5%	0.9%	-2.7%	-9.4%	0.4	0.1%	5.4%
Cc1c(N=C2N=C(NC(=O)NC(C)(C)C)c3ccccc32)c(=O)n(-c2ccccc2)n1C	9.8%	-17.3%	i	-30.9%	1.4%	2.0%	-27.6%	0.3	0.1%	-0.2%
O=S(=O)(c1ccccc1)N1C2CCC1CC(O)(c1cccnc1)C2 (stereo unspecified)	10.2%	2.6%	i	-6.7%	8.3%	2.4%	1.1%	1.1	-0.1%	0.5%
Cc1nc2ccccn2c1C(=O)NNC(=S)Nc1ccccc1	-7.7%	8.2%	i	2.1%	3.1%	1.4%	-19.3%	0.4	-0.2%	-3.0%
COc1cccc(C(=O)Oc2ccc(/C=N/Nc3ccc(C(=O)O)cc3)cc2OC)c1	1.2%	-55.3%	i	-39.0%	-3.5%	2.7%	-4.3%[20 µM]	0.6	-0.2%	58.8%
CCOCC(=O)Nc1cccc(NC(C)=O)c1	11.6%	-4.9%	i	-26.3%	6.8%	-1.9%	-11.1%	1.0	-0.2%	0.6%
CN1CCN(C(=S)NC(=O)/C=C/c2cccc3ccccc23)CC1	-15.7%	-5.0%	i	-12.7%	10.0%	-1.5%	-1.6%	5.0	0.0%	-2.1%
NC(=O)c1cc(S(=O)(=O)N2CCN(c3cccc(Cl)c3)CC2)cs1	13.7%	9.6%	?	0.0%	-9.6%	-2.0%	-26.3%	.	-0.3%	-0.7%
O=C1C=C(NCc2ccco2)C2(CCCCC2)O1	-9.0%	2.5%	i	-0.4%	0.1%	-4.5%	0.9%	1.1	-0.1%	0.5%
Cc1ccc(C)c(CNS(=O)(=O)c2c(C)[nH]c(C)c2C(=O)N2CCCC2)c1	11.4%	2.3%	i	-17.4%	13.8%	-4.8%	1.4%	0.8	0.2%	-1.0%
Cc1cccc(-n2c(CCc3ccccc3)nnc2SCC(=O)c2ccccc2)c1	9.6%	-3.4%	i	6.1%	1.8%	-3.0%	0.2%	0.6	0.2%	-1.5%
